Source: PubChem
Cdc42 wt: human Cdc42 wildtype GTP binding change, either direction. GST-Cdc42 beads, Bodipy-GTP binding, flow cytometry; actives lie on both sides. P60953. actives 0.2% (n = 190,000). percent activity (GTP binding), % at 10 µM. AID 761;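 active = percent activity GTP binding at least 20 points away from the 100% baseline, either down as inhibitor or up as activator; inconclusive = compound flagged as likely green fluorescent from well-wide comparison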;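 also: median bead fluorescence of bound Bodipy-FL-GTP at 100 nM; 0% = excess unlabeled GTP control and 100% = no compound control; below 100% means less GTP binding so inhibitor and above means activator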
Target sequence (P60953 whole entry, looked up): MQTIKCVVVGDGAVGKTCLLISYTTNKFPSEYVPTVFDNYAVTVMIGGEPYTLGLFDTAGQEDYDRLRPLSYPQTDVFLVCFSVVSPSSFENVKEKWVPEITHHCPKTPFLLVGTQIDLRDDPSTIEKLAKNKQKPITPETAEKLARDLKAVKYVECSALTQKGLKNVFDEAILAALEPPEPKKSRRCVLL
Bfl-1 Bim block: inhibitors of Bim-Bfl-1 interaction, human. Bead-based flow cytometry, Bim-Bfl-1 binding inhibition. actives 0.12% (n = 190,000). inhibition, % at 10 µM;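 also: 0% = wells without compound plus tracer and 100% = blocker peptide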
Bcl-B Bim block: inhibitors of Bim-Bcl-B interaction, human; Q9HD36; bead-based flow cytometry, Bim peptide-Bcl-B binding; inhibition, % at 10 µM; actives 0.073% (n = 190,000);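 also: 0% = tracer peptide without compound and 100% = reference inhibitor peptide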
Bcl-XL Bim block: human Bim-Bcl-XL interaction inhibition | actives 0.04% (n = 190,000) | inhibition, % at 10 µM | Q07817 | Bim peptide-Bcl-XL binding, bead flow cytometry, fluorescence
HRas wt GTP: changes GTP binding to wildtype human HRas | actives 0.14% (n = 190,000) | GTP binding activity, % at 10 µM | AID 759 | P01112 | GST-Ras wt beads, Bodipy-FL-GTP binding, flow cytometry; actives lie on both sides;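 active = GTP binding activity at least 20% away from the 100% baseline, either lowered as inhibitor or raised as activator; inconclusive = flagged as likely green fluorescent, judged across all proteins in the well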;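 also: 0% = unlabeled GTP competition control and 100% = no-compound control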
Target sequence (P01112 whole entry, looked up): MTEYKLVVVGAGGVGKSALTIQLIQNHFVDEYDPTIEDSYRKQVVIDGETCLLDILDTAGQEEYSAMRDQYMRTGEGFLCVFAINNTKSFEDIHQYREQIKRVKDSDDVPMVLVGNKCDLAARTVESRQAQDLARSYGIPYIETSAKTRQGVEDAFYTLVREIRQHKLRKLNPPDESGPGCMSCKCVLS
Bim-Bcl-W: disrupts Bim peptide binding to human Bcl-W | bead-based flow cytometry | Q92843 | actives 0.02% (n = 190,000) | inhibition, % at 10 µM;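 also: 0% = bound tracer without compound and 100% = peptide blocker; higher means less fluorescent Bim peptide bound to Bcl-W beads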
Target sequence (Q92843 whole entry, looked up): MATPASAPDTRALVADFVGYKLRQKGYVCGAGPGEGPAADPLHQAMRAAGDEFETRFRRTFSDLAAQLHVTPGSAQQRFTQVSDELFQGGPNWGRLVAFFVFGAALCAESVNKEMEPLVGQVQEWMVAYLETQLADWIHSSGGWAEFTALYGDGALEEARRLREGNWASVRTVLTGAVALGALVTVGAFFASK
Rab7 wt modul: modulators of GTP binding to dog Rab7 wildtype GTPase; GST-Rab7 beads, fluorescent GTP binding, flow cytometry; actives lie on both sides; untreated = 100%, excess cold GTP = 0%; GTP binding activity (percent of control), % at 10 µM; actives 0.055% (n = 190,000); AID 758;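 active = fluorescent GTP binding to Rab7 beads changed by at least 20 points from the 100% baseline, either direction, mostly lower; inconclusive = compound itself probably fluorescent, or too few beads counted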;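 also: median green fluorescence of bound Bodipy-FL-GTP per Rab7 bead population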
Rab2 wt GTP: changes GTP binding to wildtype dog Rab2A, up or down. P61105. GST-Rab2 wt beads, Bodipy-GTP binding, flow cytometry. GTP binding activity, % at 10 µM. actives 0.19% (n = 190,000);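 active = GTP binding activity at least 20 points away from 100%, either lowered or raised; inconclusive = signal likely due to the compound's own green fluorescence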;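 also: 0% = beads with excess unlabeled GTP and 100% = no-compound control corrected for plate trend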
Rac1 wt modul: modulators of human Rac1 wildtype GTP binding; P63000; GTP binding activity (% of control), % at 10 µM; GST-Rac1 beads, fluorescent GTP binding, flow cytometry; actives lie on both sides; 0 = cold GTP competed, 100 = untreated; actives 0.27% (n = 190,000);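 active = GTP binding activity at least 20 points away from the 100% control level, either lower or higher; inconclusive = compound flagged as likely green fluorescent, judged across all proteins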
Rac1 mut GTP: modulators of GTP binding to human Rac1 activated mutant. P63000. GST-Rac1 activated beads, fluorescent GTP binding, flow cytometry; actives lie on both sides; 100% means binding = to untreated wells. percent activity (GTP binding), % at 10 µM. actives 0.11% (n = 190,000). AID 764;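 active = GTP binding at least 20 percentage points away from the 100% baseline, in either direction, so actives lie on both sides; inconclusive = Compound likely fluorescent itself, or too few beads counted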
Bcl-2 Bim block: human Bim-Bcl-2 interaction inhibition. P10415. Bead-based flow cytometry, Bim peptide-Bcl-2 binding. inhibition, % at 10 µM. actives 0.06% (n = 190,000). AID 950; in the data active = inhibition above about 40%; inconclusive = no clear call, values can overlap the other calls;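 also: 0% = no compound wells with probe peptide and 100% = reference peptide inhibitor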
Target sequence (P10415 whole entry, looked up): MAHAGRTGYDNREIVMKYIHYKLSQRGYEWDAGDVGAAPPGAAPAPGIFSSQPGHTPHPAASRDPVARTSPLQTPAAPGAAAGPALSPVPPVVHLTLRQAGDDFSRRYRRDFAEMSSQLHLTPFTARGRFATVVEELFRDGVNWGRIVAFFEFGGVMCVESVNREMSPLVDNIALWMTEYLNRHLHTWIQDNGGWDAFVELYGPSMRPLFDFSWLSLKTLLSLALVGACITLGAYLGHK
Active calls of the source: *; ? = inconclusive. Rule as the data show it, unless noted: active = inhibition above about 40%.

#	Cdc42 wt	Bcl-XL Bim block	Bcl-2 Bim block	HRas wt GTP	Rac1 wt modul	Rac1 mut GTP	Bcl-B Bim block	molecule	Rab7 wt modul	Rab2 wt GTP	Bfl-1 Bim block	Bim-Bcl-W
1	101	-8	-9	101	106	98	-12	O=C(Cn1c(NCCCO)nc2ccccc21)c1cccc(Br)c1	104	103	-10	-2
2	102	-7	-17	105	111	101	-12	COc1ccccc1C(c1nnnn1CCc1ccccc1)N1CCN(c2ccccc2)CC1 (stereo not given)	101	103	-11	2
3	105	-7	-11	98	104	97	-12	CC(C)N1CCC2(CC1)N=C(c1ccc3c(c1)OCO3)CC(c1cc(Cl)ccc1O)N2 (stereo not given)	97	97	-18	-3
4	104	8	2	102	105	101	4	CCSc1ccc(-c2nn(-c3ccccc3)cc2/C=C(/C#N)C(=O)NCCCOC)cc1	100	100	11	5
5	97	3	4	97	92	92	5	O=C1c2ccccc2C(=O)N1SC1CCCCC1	102	99	8	2
6	94	-2	-2	97	97	93	-4	CCN(CC)CCn1c(=N)n(CC(O)c2ccc(OC)c(OC)c2)c2ccccc21 (stereo not given)	97	95	-4	0
7	97	10	7	96	99	99	12	C=CCn1c2ccccc2c2nnc(SCc3[nH]c(=O)[nH]c3C(=O)CCCCC(=O)OCC)nc21	94	97	16	6
8	100	-8	-10	102	99	99	-14	COc1cccc(C(=O)CSc2nnc(CNS(C)(=O)=O)n2-c2ccc(C)cc2)c1	103	102	-11	-3
9	102	-1	2	103	99	100	2	O=C(CSCc1ccc(Cl)cc1)N/N=C/c1ccccc1	99	101	0	0
10	102	0	-2	98	101	97	0	COC(=O)c1ccc(CNC(=O)COC(=O)CCC2CCCC2)cc1	98	93	-4	-2
11	?	-9	-5	?	?	?	-8	O=C(c1ccco1)N1CCN(C(=O)c2cnn3c2NC(c2cccs2)CC3C(F)(F)F)CC1 (stereo not given)	?	?	-11	-1
12	94	-8	-10	95	95	93	-9	CCCCNC(=O)c1onc(CSc2cccc(C)c2)c1C(=O)O	96	94	-17	-1
13	101	0	-9	98	98	99	-3	CCOC(=O)N1CCC(NC(=O)CSc2cc(=O)n(CC)c3ccccc23)CC1	96	97	-14	3
14	100	6	-12	99	97	96	-10	Cc1nnc(SCC(=O)Nc2ncc3c(n2)CC(c2ccccc2)CC3=O)s1 (stereo not given)	100	98	-11	-2
15	88	-3	0	91	93	86	-9	O=C(NNC(=S)NC(=O)c1cn(-c2ccccc2)nc1-c1ccccc1)c1ccncc1	100	90	-3	-5
16	102	-6	-7	101	105	98	-8	O=C(NCCCNC(=O)c1ccco1)c1ccco1	98	100	-15	-5
17	106	-3	-4	104	112	102	0	CCN1CCN(Cc2nc3c(c(=O)n(C)c(=O)n3C)n2CCc2ccccc2)CC1	102	104	0	-1
18	98	0	-2	97	97	98	0	CCOC(=O)c1c(C)nc2sc3c(=O)n(-c4ccc(OC)cc4)nnc3c2c1-c1ccc(OC)cc1	96	98	1	2
19	96	-2	-3	99	101	98	-2	CC(C)(C)NS(=O)(=O)c1cc(C(=O)O)ccc1Cl	100	95	-5	0
20	104	0	-4	102	105	101	-10	O=C1CC(c2ccc(S(=O)(=O)NC3CC3)cc2)CN1 (stereo not given)	101	100	-8	0
21	99	-8	-7	97	101	96	-8	CC1CCN(c2ccc(C(=O)NCc3ccc4c(c3)OCO4)cc2[N+](=O)[O-])CC1	99	97	-16	-4
22	89	0	-3	95	88	92	-1	O=C(O)Cc1cn(Cc2ccc(F)cc2)c2ccccc12	100	94	-5	-3
23	99	-1	0	102	99	97	-3	Cc1cccc(C)c1NC(=O)c1ccc(CN2CCc3ccccc3C2)cc1	101	99	-2	-2
24	94	0	0	94	95	95	-2	Cc1ccnc(NS(=O)(=O)c2ccc(N=CC3=C(O)CC(C)(C)CC3=O)cc2)n1	93	94	-4	-2
25	102	0	-1	103	104	99	-5	Fc1ccccc1Cn1cnc(NC(=S)NCCc2ccccc2)n1	108	103	0	1
26	92	0	-3	93	93	92	-2	O=C(CCCN1C(=O)/C(=C/c2cccs2)SC1=S)Nc1ccc(O)c(C(=O)O)c1	97	92	-4	0
27	98	-4	-2	100	101	100	-5	CN(C)C(=O)CSc1nnc([C@H](Cc2c[nH]c3ccccc23)NC(=O)OC(C)(C)C)o1	101	101	-3	-3
28	99	1	0	98	101	101	0	COc1ccc(-c2nnc(SCC(=O)Nc3cc(C)on3)n2C)cc1OC	100	103	0	0
29	100	-5	-9	100	104	101	-3	COc1ccc(C)cc1NC(=O)c1nnn(Cc2cc(C)ccc2C)c1N	100	101	-2	-1
30	98	-5	-3	98	96	94	-5	COc1ccc(-c2nnc(NC(=O)C(C)C)s2)c(OC)c1	101	98	-2	0
31	90	-2	0	95	97	91	2	Cc1ccc(C(OCC(C)(C)C[N+](C)(C)C)c2ccccc2)cc1 (stereo not given)	96	96	8	-2
32	102	-1	-8	101	102	98	-6	CC1=CCC2C(=O)N(Cc3ccccc3)C(=O)C2C1 (stereo not given)	102	100	-15	3
33	99	-6	-8	102	105	99	-7	O=[N+]([O-])c1nn(-c2ccc3c(c2)OCCO3)n(O)c1=NC1CCCC1	98	99	-15	-3
34	93	-5	-1	95	99	92	-1	COc1ccc(NC(=O)c2ccccc2O)c(OC)c1	89	93	0	-1
35	100	-7	-2	102	102	101	-4	CC(C)C(=O)Nc1ccc([N+](=O)[O-])cc1Br	100	99	-5	-3
36	104	-5	-1	99	95	98	-2	C=CCNC(=O)Nc1ccc(Br)cc1Cl	106	99	-5	0
37	102	-7	-1	101	107	99	-4	Cc1cc([N+](=O)[O-])nn1CCCC(=O)NCc1ccccc1	102	99	-1	-3
38	96	0	-5	96	97	95	-2	CCC1CCC(C(=O)NC(C(=O)Nc2ccc3c(c2)OCCO3)C(C)C)CC1 (stereo not given)	98	97	-1	-3
39	93	10	7	95	97	94	-2	CCn1cc(C(=O)O)c(=O)c2cc(F)c(N3CCN(S(=O)(=O)c4ccc(Br)cc4)CC3)cc21	95	95	8	5
40	98	-6	-5	100	101	97	-6	Nc1ccc2oc(-c3cc(Br)ccc3Cl)nc2c1	98	98	-16	0

Taken from the entries so far for reference:
#	Cdc42 wt	Bcl-XL Bim block	Bcl-2 Bim block	HRas wt GTP	Rac1 wt modul	Rac1 mut GTP	Bcl-B Bim block	molecule	Rab7 wt modul	Rab2 wt GTP	Bfl-1 Bim block	Bim-Bcl-W
31	90	-2	0	95	97	91	2	Cc1ccc(C(OCC(C)(C)C[N+](C)(C)C)c2ccccc2)cc1 (stereo not given)	96	96	8	-2
32	102	-1	-8	101	102	98	-6	CC1=CCC2C(=O)N(Cc3ccccc3)C(=O)C2C1 (stereo not given)	102	100	-15	3
33	99	-6	-8	102	105	99	-7	O=[N+]([O-])c1nn(-c2ccc3c(c2)OCCO3)n(O)c1=NC1CCCC1	98	99	-15	-3
34	93	-5	-1	95	99	92	-1	COc1ccc(NC(=O)c2ccccc2O)c(OC)c1	89	93	0	-1

Further records.
#	Cdc42 wt	Bcl-XL Bim block	Bcl-2 Bim block	HRas wt GTP	Rac1 wt modul	Rac1 mut GTP	Bcl-B Bim block	molecule	Rab7 wt modul	Rab2 wt GTP	Bfl-1 Bim block	Bim-Bcl-W
41	104	-3	0	102	101	100	0	O=C(c1nc2ncccn2n1)N1CCN(c2ccccc2)CC1	100	101	0	-1
42	110	-6	-7	109	111	101	-4	Cc1[nH]c2ccccc2c1C(=O)CN1CCN(C/C=C/c2ccccc2)CC1	107	105	-4	-2
43	98	-8	-4	97	96	97	-5	CC1CCCCC1NC(=O)Cn1nc(-c2ccccc2)ccc1=O (stereo not given)	95	97	-8	1
44	103	-3	-3	104	102	97	-4	CC(=O)Nc1ccc(Oc2ccc3nc(C)[nH]c3c2)cc1	106	104	-2	-2
45	102	-2	0	104	99	98	0	Cc1ccc(C)c(S(=O)(=O)N2C(=S)NC(=O)C2C(C)C)c1 (stereo not given)	99	102	2	-1
46	104	-2	-2	102	102	100	-4	CCCCN(C(=O)c1cc2ccccc2o1)c1c(N)n(CCC)c(=O)[nH]c1=O	100	100	1	0
47	97	-1	-4	97	100	96	-1	CC1(C)CC(=O)C(N=Nc2cc3c(cc2[N+](=O)[O-])OCCO3)=C(O)C1	103	100	-6	-3
48	105	-4	-8	102	109	100	-11	Fc1ccc(-c2cc(C(F)(F)F)nc(NCC3CCCO3)n2)cc1 (stereo not given)	103	103	-8	1
49	109	0	-2	103	114	104	0	Cn1c2ccc(CC(=O)O)cc2c2cc(CC(=O)O)ccc21	99	100	1	0
50	103	-3	0	101	106	102	-6	CC(C)CC(=O)N=C1SC2CS(=O)(=O)CC2N1Cc1ccccc1 (stereo not given)	101	100	-8	-4

3 entries out of the list above, arranged by the value under Bcl-B Bim block, rising.
#	Cdc42 wt	Bcl-XL Bim block	Bcl-2 Bim block	HRas wt GTP	Rac1 wt modul	Rac1 mut GTP	Bcl-B Bim block	molecule	Rab7 wt modul	Rab2 wt GTP	Bfl-1 Bim block	Bim-Bcl-W
15	88	-3	0	91	93	86	-9	O=C(NNC(=S)NC(=O)c1cn(-c2ccccc2)nc1-c1ccccc1)c1ccncc1	100	90	-3	-5
40	98	-6	-5	100	101	97	-6	Nc1ccc2oc(-c3cc(Br)ccc3Cl)nc2c1	98	98	-16	0
17	106	-3	-4	104	112	102	0	CCN1CCN(Cc2nc3c(c(=O)n(C)c(=O)n3C)n2CCc2ccccc2)CC1	102	104	0	-1

New compounds follow
#	Cdc42 wt	Bcl-XL Bim block	Bcl-2 Bim block	HRas wt GTP	Rac1 wt modul	Rac1 mut GTP	Bcl-B Bim block	molecule	Rab7 wt modul	Rab2 wt GTP	Bfl-1 Bim block	Bim-Bcl-W
51	101	1	-4	100	102	99	-3	Cc1ccccc1OCCN1C(=O)c2ccccc2C1=O	96	101	0	0
52	99	0	10	101	100	97	3	COCCNC(=O)CCSc1nc(-c2ccc(OC)cc2)cc(C(F)(F)F)n1	102	100	7	6
53	99	-2	0	102	107	99	-1	COc1cccc(NC(=O)OCCN2CCN(Cc3ccccc3)CCC2=O)c1	100	98	0	-1
54	100	1	1	98	100	99	0	Cc1ccc(NC(=O)Cn2nnc(C(=O)NCc3cccs3)c2N)cc1	100	99	1	3
55	99	0	1	101	105	97	8	C=CCNC(=O)Nc1ccc(Cl)cn1	102	100	2	4
56	99	-2	-2	96	98	95	-6	O=C(COc1cccc2c1CCN(Cc1ccc(Cl)cc1)C2=O)N1CCOCC1	106	100	-3	-2
